Kir21 inh: Kir2.1 (mouse) channel inhibition; P35561; HEK293-Kir2.1, FluxOR thallium flux fluorescence; hits give low values; B-score at 10 µM; 310,000 tested, 0.85% active;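 active = fluorescence ratio B-score at or below minus 3 SD of library scores, with starting-brightness B-score within 2 SD, cut at about -4.2 in these data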;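 note: channel flux triggered by added potassium and thallium sulfate stimulus; B-score of peak minus minimum fluorescence over baseline after thallium stimulus; more negative B-score means stronger Kir2.1 block with less thallium influx; some compounds called inactive have numbers as strong as hits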
Target sequence (P35561 whole entry, looked up): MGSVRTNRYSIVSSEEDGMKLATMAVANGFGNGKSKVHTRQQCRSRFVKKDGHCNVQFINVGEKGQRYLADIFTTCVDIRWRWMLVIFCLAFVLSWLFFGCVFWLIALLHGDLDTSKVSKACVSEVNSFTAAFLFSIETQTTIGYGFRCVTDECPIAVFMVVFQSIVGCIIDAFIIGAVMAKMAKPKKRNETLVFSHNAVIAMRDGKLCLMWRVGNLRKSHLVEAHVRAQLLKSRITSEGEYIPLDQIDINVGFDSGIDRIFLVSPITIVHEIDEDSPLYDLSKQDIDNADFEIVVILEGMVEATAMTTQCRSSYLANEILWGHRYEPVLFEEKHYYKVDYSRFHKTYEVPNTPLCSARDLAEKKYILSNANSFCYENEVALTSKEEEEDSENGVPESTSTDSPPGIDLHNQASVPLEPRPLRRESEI
KCNQ2 block: KCNQ2 potassium channel inhibitors, primary screen, cell-based, CHO-K1, FluxOR thallium flux, B-score (AID 2156); O88943; 20 min; hits give low values; B-score at 10 µM; 310,000 tested, 1.1% active;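 active = fluorescence ratio B-score at most minus 3 library SDs, with starting brightness B-score within 2 library SDs, cut at about -5.5 in these data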
CHT block: human CHT choline transport inhibition; Q9GZV3; CHT-expressing cells, membrane potential dye, choline response; hits give low values; B-score at 10 µM; 310,000 tested, 0.86% active;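 active = B-score over 3 SD under the library average, and starting fluorescence ratio not unusually high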;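 note: choline stimulus applied at its EC90 after an EC20 pre-addition; B-score computed on integrated fluorescence ratio after choline addition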
Target sequence (Q9GZV3 whole entry, looked up): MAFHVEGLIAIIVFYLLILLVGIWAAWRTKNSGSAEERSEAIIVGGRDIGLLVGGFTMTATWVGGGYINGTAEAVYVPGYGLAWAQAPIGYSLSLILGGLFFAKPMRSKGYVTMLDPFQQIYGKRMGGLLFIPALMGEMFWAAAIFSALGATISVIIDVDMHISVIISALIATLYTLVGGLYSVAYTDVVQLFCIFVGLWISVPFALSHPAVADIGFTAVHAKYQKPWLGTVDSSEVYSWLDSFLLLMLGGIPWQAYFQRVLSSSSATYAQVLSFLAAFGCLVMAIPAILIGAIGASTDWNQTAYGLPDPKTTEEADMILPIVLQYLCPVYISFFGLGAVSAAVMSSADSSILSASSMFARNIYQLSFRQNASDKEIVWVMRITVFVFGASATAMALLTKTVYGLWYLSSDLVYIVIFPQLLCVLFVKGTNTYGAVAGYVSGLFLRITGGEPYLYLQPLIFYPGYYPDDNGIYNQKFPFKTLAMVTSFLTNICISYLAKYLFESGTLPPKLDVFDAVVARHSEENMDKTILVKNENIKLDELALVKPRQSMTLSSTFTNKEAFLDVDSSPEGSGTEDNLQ
Active calls of the source: *; i = inactive; . = no result given. Some of the compounds tested. The share of hits here may be higher or lower than overall.

SMILES	Kir21 inh	KCNQ2 block	CHT block
CC(=O)OC1(c2ccccc2)CCN(C)C(C)C1C (stereo not drawn)	-0.19	i	i
O=C(c1ccc(C(F)(F)F)cc1)C1CCCN(Cc2ccncc2)C1 (stereo not drawn)	-0.31	i	i
Cc1ccc(/C=C2\C(=O)NC(=S)N(c3cccc(F)c3)C2=O)o1	-1.3	i	i
CN/C=C(/Cl)P(=O)(OC(C)C)OC(C)C	0.72	i	i
CN(C)CCN=Cc1c(O)n(-c2cccc3ccccc23)c(=O)[nH]c1=O	0.23	i	i
O=C(Oc1c(Cl)cc(Cl)c2ccccc12)N1CCCCC1	0.08	i	i
COc1ccc(CN2CCN(Cc3ccccc3OC)CC2)cc1	-0.7	i	i
Fc1ccc(C2=CCN(C(c3ccc(Cl)cc3)c3nnnn3Cc3ccccc3)CC2)cc1 (stereo not drawn)	2.3	i	i
CC1(C)CC(=O)C(C=NCCN2CCN(C(=O)Cc3ccc(Cl)cc3)CC2)=C(O)C1	-1.4	i	i
Cc1ccccc1CN1CCNCC1	-0.02	i	i
O=C(NC1CCCCC1)N1C[C@H]2C[C@@H](C1)c1cccc(=O)n1C2	0.1	i	i
CCCCn1c(O)c(C(C)=NCC2CCCO2)c(=O)[nH]c1=O (stereo not drawn)	0.02	i	i
COC/C=C1\CN2C3C[C@@H]1[C@H]1COC4=Nc5cc(OC)c(OC)c(OC)c5[C@@]43C[C@@H]12	-0.36	i	i
CCOCCN1CCN(c2nnc3n2-c2ccc(Cl)cc2C(c2ccccc2Cl)=NC3)CC1	0.07	i	i
CCOC(=O)c1c(C)n(Cc2ccccc2)c2ccc(OCC(O)CNC(C)(C)C)cc12 (stereo not drawn)	-1	i	i
COCCn1c(-c2ccccc2)cc(C(=O)O)c1C	0.97	i	i
COc1ccc(CC2c3cc(OC)c(OC)cc3CCN2C)cc1OC (stereo not drawn)	0.94	i	i
Cc1cccc(OP(N)(=O)Oc2cccc(C)c2C)c1C	0.58	i	i
Cc1cccc(C)c1NC1=NCCCCS1	-1.6	i	i
COCCOC(=O)C1=C(C)OC(N)=C(C(=O)OC)C12C(=O)Nc1ccccc12 (stereo not drawn)	0.68	i	i
CC/C(=N\Nc1ccccc1)c1c(O)n(C)c(=O)n(C)c1=O	-3.5	i	i
COc1ccc2c3c1OC1C(O)C=CC4C(C2)[N+](C)(C)CCC341 (stereo not drawn)	0.91	i	i
COC(=O)C1=C(c2cccc(OC)c2OC)C[C@@H]2CC[C@H]1N2C(=O)N1CCC(C)CC1	0.38	i	i
CCC1(CC)C(=O)N(C)C(=O)NC1=NC	0.02	i	i
N/C(=N\[N+](=O)[O-])N1CCN(C(=O)c2ccccn2)CC1	-0.01	i	i
CC1=C(C/C(C)=C/c2ccccc2)/C(=C/CO)[C@@H]2OC(=O)O[C@]2(C)C12CC2	-1.4	i	i
Cc1cc(C=C2C(=O)NC(=O)NC2=O)c(C)n1-c1ccncc1	-0.51	i	i
Cc1ccc2cc3cc(C(=O)N4CCC5(CC4)OCCO5)oc3nc2c1	-0.27	i	i
Cc1ccc(N2C(=O)NC(=O)C(CCc3ccncc3)(Cc3cccc(Cl)c3Cl)C2=O)cc1 (stereo not drawn)	-1.2	i	i
CC(C)C(=O)Nc1nnc(CCN(CCc2nnc(NC(=O)C(C)C)s2)[N+](=O)[O-])s1	0.02	i	i

Given in CSV form: entries from further up
Compound,Kir21 inh,KCNQ2 block,CHT block
CCCCn1c(O)c(C(C)=NCC2CCCO2)c(=O)[nH]c1=O (stereo not drawn),0.02,i,i
COC/C=C1\CN2C3C[C@@H]1[C@H]1COC4=Nc5cc(OC)c(OC)c(OC)c5[C@@]43C[C@@H]12,-0.36,i,i
CCOCCN1CCN(c2nnc3n2-c2ccc(Cl)cc2C(c2ccccc2Cl)=NC3)CC1,0.07,i,i
CCOC(=O)c1c(C)n(Cc2ccccc2)c2ccc(OCC(O)CNC(C)(C)C)cc12 (stereo not drawn),-1,i,i
COCCn1c(-c2ccccc2)cc(C(=O)O)c1C,0.97,i,i
COc1ccc(CC2c3cc(OC)c(OC)cc3CCN2C)cc1OC (stereo not drawn),0.94,i,i
Cc1cccc(OP(N)(=O)Oc2cccc(C)c2C)c1C,0.58,i,i
Cc1cccc(C)c1NC1=NCCCCS1,-1.6,i,i
COCCOC(=O)C1=C(C)OC(N)=C(C(=O)OC)C12C(=O)Nc1ccccc12 (stereo not drawn),0.68,i,i
CC/C(=N\Nc1ccccc1)c1c(O)n(C)c(=O)n(C)c1=O,-3.5,i,i
COc1ccc2c3c1OC1C(O)C=CC4C(C2)[N+](C)(C)CCC341 (stereo not drawn),0.91,i,i
COC(=O)C1=C(c2cccc(OC)c2OC)C[C@@H]2CC[C@H]1N2C(=O)N1CCC(C)CC1,0.38,i,i
CCC1(CC)C(=O)N(C)C(=O)NC1=NC,0.02,i,i
N/C(=N\[N+](=O)[O-])N1CCN(C(=O)c2ccccn2)CC1,-0.01,i,i
CC1=C(C/C(C)=C/c2ccccc2)/C(=C/CO)[C@@H]2OC(=O)O[C@]2(C)C12CC2,-1.4,i,i
Cc1cc(C=C2C(=O)NC(=O)NC2=O)c(C)n1-c1ccncc1,-0.51,i,i

Other compounds:
SMILES	Kir21 inh	KCNQ2 block	CHT block
O=C1c2ccccc2C(=O)N1Cc1nc2ccccc2c(=O)n1-c1cccnc1	-0.53	i	i
CNC(=O)Oc1ccc(-c2cn3cc(C)ccc3n2)cc1	0.12	i	i
CC(=O)NC(C)Cc1ccccc1 (stereo not drawn)	0.64	i	i
C=CC(C)C(C(=O)c1ccccc1)N(C)C (stereo not drawn)	-0.11	i	i
Cn1c(O)c(C=NCc2cccs2)c(=O)n(C)c1=O	1.3	i	i
CC(C)(C)n1cc(C(=O)c2ccccc2OCCCF)cn1	-1.5	i	i
COC(=O)C1=C(c2ccc(S(C)(=O)=O)cc2)C[C@@H]2CC[C@H]1N2C(=O)NCc1ccco1	-0.08	i	i
O=C(c1ccco1)c1cn(Cc2ccc(Cl)cc2)c2ccccc12	-1.5	i	i
COC(=O)[C@@H]1C[C@]2(C(=O)O)c3ccccc3N(OOSc3ccccc3)[C@@H]2N1C(=O)OC	0.11	i	i
CN1CCN(Cc2ccccc2Sc2ccccc2)CC1	-3.6	i	i
COc1ccc(NC(=S)NC(NC(=O)CF)C(Cl)(Cl)Cl)cc1[N+](=O)[O-] (stereo not drawn)	0.44	i	i
CCC(CC)NCc1c[nH]c2ccccc12	1.3	i	i
CC(=O)c1ccc2c(c1)C1C(Cl)C(Sc3ccccc3[N+](=O)[O-])CC1C(c1ccccc1)N2 (stereo not drawn)	-0.14	i	i
COc1ccc(CC2(CCc3ccncc3)C(=O)NC(=O)NC2=O)c(OC)c1	0.1	i	i
Cc1cc(C=C2C(=O)NC(=S)NC2=O)c(C)n1C1CCCC1	-0.14	i	i
Cc1ccccc1CCNCc1ccc(Br)cc1	-9.6*	i	i
COc1ccc(-c2nc3ccccc3n2OC(=O)N(C)C)cc1	-0.21	i	i
Cc1nc2ccccc2c(=O)n1-c1ccc(Cl)cc1[N+](=O)[O-]	-0.52	i	i
O=C(COc1ccc(S(=O)(=O)N2CCCCC2)cc1)N1CCN(Cc2ccccc2)CC1	1.2	i	i
O=C1NC(=O)C2(Cc3ccccc3N3CCOCC32)C(=O)N1c1ccccc1 (stereo not drawn)	0.21	i	i
Cc1ccc(S(=O)(=O)N2CCN(C(=O)COC(=O)Cc3ccccc3)CC2)c(C)c1	0.9	i	i
COc1ccc(-n2nc(C(=O)NCC(=O)N3CCC4(CC3)OCCO4)c3ccccc3c2=O)cc1	0.75	i	i
CCOc1ccc(N=Cc2c(O)n(Cc3ccccc3)c(=S)[nH]c2=O)cc1	0.09	i	i
O=C(c1ccncc1)C12CN3CN(CN(C3)C1)C2	-0.44	i	i
O=c1[nH]c(=O)n(-c2cccc(Cl)c2)c(O)c1C=NCCCN1CCOCC1	0.5	i	i
C=CCN(CC#CCOc1ccccc1OC)CC=C	0.2	i	i
C=CCn1c(O)c(/C=N/N2CCCCC2)c(=O)[nH]c1=O	1.2	i	i
CCCC(CCC)C(=O)OC[N+](C)(C)CCOC(=O)C(O)(c1ccccc1)C1CCCC1 (stereo not drawn)	-0.16	i	i
O=C1NC(=O)C(CCc2ccncc2)(CCc2ccncc2)C(=O)N1CCc1ccccc1	0.82	i	i
CCOC(=O)c1ccc2[nH]c(-c3ccc(S(=O)(=O)F)cc3)cc(=O)c2c1	-0.35	i	i
CCCCn1c(O)c(C(C)=NCc2ccc3c(c2)OCO3)c(=O)[nH]c1=O	0.95	i	i
O=C(COc1ccc(Br)cc1)N1CCN(Cc2ccc3c(c2)OCO3)CC1	-2.4	i	i
CCCCNc1ccncc1S(=O)(=O)NC(=O)NC(C)C	-0.89	i	i
COc1ccc(CCn2c(O)c(C=NCc3cccnc3)c(=O)[nH]c2=O)cc1OC	0.1	i	i
CC1CCN(C(=O)CCl)CC1	0.02	i	i
O=c1[nH]c(=S)n(Cc2ccc(F)cc2)c(O)c1C=NCc1cccnc1	0.57	i	i
c1ccc(C2NCCc3[nH]cnc32)cc1 (stereo not drawn)	-0.47	i	i
O=c1[nH]c(=O)n(Cc2ccccc2)c(O)c1/C=N/NCCO	1.7	i	i
CN(C)CC#CCOCCOCCC#N	0.68	i	i
COc1ccccc1N1C(=O)NC(=O)C2(Cc3cc(C)ccc3N(C)C2)C1=O (stereo not drawn)	1.6	i	i
C/C(CCc1c[nH]c2ccccc12)=N\O	0.17	i	i
CC1(C)C(c2ccccc2)=NC(c2cccnc2)N1O (stereo not drawn)	-1.1	i	i
CC(=O)NCC(=O)Nc1ccc(Br)cc1C(=O)c1ccccc1	1.7	i	i
Cn1c(O)c(C2=NN(C(=O)CCl)C(c3ccccc3)C2)c(=O)n(C)c1=O (stereo not drawn)	-0.58	i	i
FC(F)(F)c1ccc2c(c1)N(CCCN1CCN(CCCl)CC1)c1ccccc1S2	-0.52	-7*	i
CC(C)CN1CCN(Cc2ccccc2C(F)(F)F)CC1CCO (stereo not drawn)	-0.27	i	i
CCOC(=O)C1(CCc2ccccc2)CCN(Cc2csc(C(C)=O)c2)CC1	-1.6	i	i
Cc1nc2c(c(C)nn2-c2ccccc2)c(C)c1CCC(=O)N1CCC2(CC1)OCCO2	0.56	i	i
CCCC(=O)NC(Oc1ccccc1Cl)C(Cl)(Cl)Cl (stereo not drawn)	-3.9	i	-5*
CC1CN(c2ccc([N+](=O)[O-])c3cccnc23)CC(C)N1 (stereo not drawn)	-2.3	i	i

Continuation:
SMILES	Kir21 inh	KCNQ2 block	CHT block
COc1ccc(C(CNC(=O)CCc2ccsc2)N(C)C)cc1 (stereo not drawn)	0.79	i	i
C=CCn1c(O)c(C(C)=NCCN2CCCCC2)c(=O)[nH]c1=O	1.3	i	i
CC(=NCc1cccnc1)c1c(O)n(Cc2ccccc2)c(=O)[nH]c1=O	-0.22	i	i
CCn1c(C)c(C(=O)O)c2cc(OC)ccc21	0.73	i	i
Cc1cccc(NC(=S)N2CC3CC(C2)c2cccc(=O)n2C3)c1C (stereo not drawn)	-0.09	i	i
CNP(=O)(Oc1ccccc1)OC12CC3CC(CC(C3)C1)C2 (stereo not drawn)	-0.22	i	i
COc1ccc(CNCCc2c[nH]c3ccccc23)cc1OC	0.17	i	i
CCC(=NCc1ccco1)c1c(O)n(-c2ccccc2C)c(=O)[nH]c1=O	1.1	i	i
COc1cc(N2CCOCC2)ccc1/C=C1\C(=O)NC(=O)N(Cc2cccs2)C1=O	0.53	i	i
COc1ccc(C(=O)C2CCCN(Cc3cnc(C)s3)C2)cc1OC (stereo not drawn)	-0.41	i	i
CCC(=O)CC(c1ccc([N+](=O)[O-])cc1)c1c(O)c2ccccc2oc1=O (stereo not drawn)	-0.21	i	i
COc1cccc(OC)c1C(=O)Nc1nc(N)n(-c2ccccc2)n1	1.1	i	i
CC(C(=O)Nc1ccc(Br)cc1C(=O)c1ccccc1)N1CCOCC1 (stereo not drawn)	-2	i	i
Cc1cc(C)cc(N2C(=O)NC(=O)/C(=C\c3cccn3-c3ccc(Cl)cc3)C2=O)c1	0.06	i	i
Cc1[nH]c2ccccc2c1C(=O)CN1CC=C(c2ccccc2)CC1	0.82	i	i
CCOC(=O)c1c(-c2ccc(OC)cc2)oc2ccc(OC(=O)N(C)C)cc12	0.35	i	i
C=C(C)c1cccc(C(C)(C)NC(=O)NC2CN3CCC2CC3)c1 (stereo not drawn)	0	i	i
Cc1c(N=Nc2c(O)[nH]c(=S)[nH]c2=O)c(=O)n(-c2ccccc2)n1C	0.14	i	i
CCC(C)C(NC(=O)CCCNC(=O)CCC(=O)OC1O[C@H]2OC3(C)CC[C@H]4[C@H](C)CCC(C1C)C24OO3)C(=O)O (stereo partly drawn)	0.59	i	i
CP(C)(=O)CCC(=O)O	-0.46	i	i
CCC(C)C12CN3CCN(CC(C)(C3)C1=O)C2 (stereo not drawn)	-2.2	i	i
COc1ccc(NC2(C#N)CCCCC2)cc1	0.37	i	i
CC(C)[C@@]1(NC(=O)[C@@H]2C[C@@H]3c4cccc5[nH]cc(c45)C[C@H]3N(C)C2)O[C@@]2(O)[C@@H]3CCCN3C(=O)[C@H](Cc3ccccc3)N2C1=O	0.47	i	i
CCOc1cc2c(cc1OCC)-n1cccc1C(c1ccccc1F)NC2 (stereo not drawn)	-0.85	i	i
Cc1cc[n+](Cc2ccccc2)cc1	0.02	i	i
Cc1ccc(-n2c(O)c(C=NCCN3CCOCC3)c(=O)[nH]c2=O)cc1	1.1	i	i
COc1cccc(CN2CCCCC2c2cccnc2)c1 (stereo not drawn)	-0.55	i	i
CCC(N)Cc1c[nH]c2ccccc12 (stereo not drawn)	1.2	i	.
